# NALP3 yeast inh: inhibitors of NALP3 inflammasome in yeast. Yeast reconstituted NLRP3/ASC/caspase-1, beta-gal luminescence, 24 h. inhibition, % at 10 µM. 330,000 compounds, 0.39% hits. AID 2825;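 active = inhibition of 50% or more; inactive = inhibition below 50%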;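 also: plate controls were induced DMSO wells for no effect and uninduced yeast grown without galactose for full effect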
# tim23-1 inh: growth inhibitors of tim23-1 mutant yeast; 330,000 compounds, 1.3% hits; AID 463212; S. cerevisiae tim23-1 growth, BacTiter-Glo luminescence, 24 h; inhibition, % at 20 µM;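 active = growth inhibition of the mutant yeast at or above 50%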;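 also: temperature-sensitive mutant grown at 25 °C; plate controls were DMSO-treated mutant yeast for no effect and medium wells lacking yeast for full effect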
# NR3A LBD binder: modulates the human NR3A ligand-binding domain; NR3A LBD differential scanning fluorimetry, Tm shift; 0% = protein alone, 100% = glycine-bound protein; Tm shift relative to glycine control, % at 25 µM; 340,000 compounds, 2.5% hits;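 active = melting temperature shift of at least 10% of the positive control shift, at one fixed dose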
# MPTP inh: blocks calcium-induced mitochondrial swelling. isolated mouse mitochondria, Ca2+ swelling absorbance, 30 min. inhibition, % at 10 µM. 360,000 compounds, 1.4% hits. AID 602449;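 active = inhibition of 50% or more, scaled per plate between neutral and stimulator controls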;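 also: 0% = DMSO wells given calcium and 100% = 1 mM EGTA wells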
# APJ agonist: APJ receptor agonism. P35414. CHO-K1 APJ PathHunter beta-arrestin, luminescence; 0% DMSO wells, 100% apelin. activation, % at 20 µM. 330,000 compounds, 0.11% hits;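 active = activation more than six SD over the plate average, tested at 20 µM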;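 also: 0% = DMSO alone and 100% = apelin-13 at 10 nM; some results filed as inactive read as strong as hits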
# Target sequence (P35414 whole entry, looked up): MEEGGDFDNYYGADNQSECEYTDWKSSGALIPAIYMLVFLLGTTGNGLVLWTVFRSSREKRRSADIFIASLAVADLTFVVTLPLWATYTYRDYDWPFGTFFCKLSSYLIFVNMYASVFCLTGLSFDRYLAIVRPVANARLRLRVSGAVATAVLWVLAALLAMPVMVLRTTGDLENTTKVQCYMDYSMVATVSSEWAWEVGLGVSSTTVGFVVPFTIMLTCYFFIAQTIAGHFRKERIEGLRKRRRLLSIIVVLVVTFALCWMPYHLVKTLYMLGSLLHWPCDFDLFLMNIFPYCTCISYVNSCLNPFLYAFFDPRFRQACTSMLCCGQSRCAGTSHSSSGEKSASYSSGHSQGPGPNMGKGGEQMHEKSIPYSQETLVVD
#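 Assay system: CHO-K1 APJ beta-arrestin complementation cell line / Compound: single test compound dose, 20 µM final, 1% DMSO / Times: overnight seeding, 90 min compound at 25 °C, 1 h detection / Technique: beta-gal luminescence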
# tim10-1 inh: growth inhibitors of tim10-1 mutant yeast; S. cerevisiae tim10-1 ts strain growth, BacTiter-Glo, 24 h; inhibition, % at 20 µM; AID 463190; 330,000 compounds, 2.2% hits;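 active = inhibition of at least 40%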;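 also: mutant grown at 25 °C; 0% = DMSO wells with yeast and 100% = wells holding no yeast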
# TIM10 inh: TIM10 yeast growth inhibition. AID 463195. S. cerevisiae TIM10 strain growth, BacTiter-Glo luminescence, 24 h. inhibition, % at 10 µM. 330,000 compounds, 1.4% hits;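 active = inhibition of 40% or more at the single tested concentration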;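 also: wild-type TIM10 isogenic control strain grown at permissive 25 °C; 0% = DMSO yeast wells and 100% = minimal medium wells without yeast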
# APJ antagonist: antagonists of human APJ apelin receptor; CHO-K1 APJ beta-arrestin complementation, luminescence; inhibition, % at 20 µM; 330,000 compounds, 0.32% hits; AID 2521;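 active = inhibition above about 40% at 20 µM, limit read from the data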;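 also: cells challenged with 10 nM apelin-13 agonist together with compound; plate controls were apelin-13 plus DMSO wells for no effect and DMSO wells lacking apelin-13 for full effect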
# MIN6 prolif: induces beta-cell replication in MIN6 cells; MIN6 cells proliferation, ATPlite luminescence, 48 h; cells starved in 0.2% serum; 100% = growth in 10% serum; proliferation, % at 10 µM; 330,000 compounds, 0.29% hits;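 active = compounds whose signal lies at least 3.5 SD above the mean of all wells on their plate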;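 also: 0% = DMSO-treated cells in low-serum medium and 100% = 10% serum control; some compounds called inactive have numbers as strong as hits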
# Starred values were filed as active, the others as inactive.
structure	MPTP inh	APJ agonist	MIN6 prolif	NR3A LBD binder	tim10-1 inh	tim23-1 inh	TIM10 inh	NALP3 yeast inh	APJ antagonist
Cc1ccnc(NC(=O)CCC(=O)N(CC(=O)NCc2ccccc2)Cc2ccco2)c1	-0.3	-1.5	-1.3	2.2	-6.3	-2.9	-13.3	10.0	-19.7
COc1ccc(NC(=O)c2cc(S(=O)(=O)N3CCOCC3)cs2)cc1	1.1	-1.1	-1.6	-0.9	23.6	24.4	-3.1	23.3	3.1
CCOc1ccc(CN2CCC(n3nccc3NC(=O)C3CC3)CC2)cc1CO	0.4	1.6	-2.7	0.4	-3.7	-0.8	-8.2	2.3	22.4
CCC(C)(C(=O)NC1CCCCC1)N(Cc1cccs1)C(=O)c1ccc(=O)[nH]c1 (stereo unspecified)	1.4	-5.4	1.8	-7.7	3.0	11.2	4.2	2.4	6.8
Cc1c(CCO)c(=O)[nH]n1C(=O)c1ccc(F)cc1	0.4	0.2	-1.3	2.3	26.0	11.8	2.5	-3.0	-10.6
CCOc1ccc(C(=O)c2nc3c(n2O)CCCC3)cc1	-0.4	-0.6	0.1	0.4	-7.4	-3.3	-1.7	-2.4	10.0
CCOc1ccc(CCNC(=O)C2CC(=O)N(C3CCCC3)C2)cc1OCC (stereo unspecified)	-0.6	1.2	-2.5	2.0	-5.3	-15.6	-0.2	19.6	11.5
N#Cc1c(NC(=O)c2ccco2)sc2c1CCC2	0.5	-1.9	-4.8	-0.4	22.3	35.0	9.9	2.6	7.5
Cc1cc(C)c(S(=O)(=O)N2CCOC2CNC(=O)C(=O)NCc2ccccn2)c(C)c1 (stereo unspecified)	-0.3	-3.3	-3.0	-0.9	-12.0	-12.5	-7.4	-1.0	12.8
CC1(C(=O)NCc2cc(F)cc(C(F)(F)F)c2)C=CC2(CCCCC2)N1C(=O)c1ccccc1 (stereo unspecified)	1.7	-2.0	-6.1	-1.9	15.8	-12.1	-1.6	11.7	9.9
Cn1c(=O)c2c(-c3ccccc3)n(-n3cnnc3)cc2n(C)c1=O	-1.6	0.4	2.5	-0.7	3.3	8.5	2.3	3.5	14.5
Cc1c(NC(=O)c2ccc(-c3ccccc3)cc2)cccc1C(=O)O	0.9	-2.2	-2.5	-0.8	1.4	6.6	-5.1	2.1	3.6
CC(Cc1n[nH]c(=S)n1N)c1ccccc1 (stereo unspecified)	-0.9	-3.0	-0.5	-2.2	-5.0	10.5	6.2	4.8	7.5
CN(C)CCN1C(=O)c2oc3ccccc3c(=O)c2C1c1cccc(Br)c1 (stereo unspecified)	-1.5	-3.2	-2.2	-1.2	3.7	15.3	9.8	-10.4	-14.9
CSC(=NS(=O)(=O)c1ccccc1)SC	-7.1	-3.5	-3.0	0.4	7.8	-7.1	12.8	-24.1	0.3
COc1ccc(Cl)cc1NC(=O)CN(C)C(=O)c1cccc(-n2cnnn2)c1	0.2	-1.8	1.3	0.3	6.0	1.4	-2.0	20.7	8.3
Cc1cc(=O)oc2cc(OCC(=O)N3CCCc4ccccc43)ccc12	2.9	-2.0	-2.9	-0.7	15.0	4.3	6.0	11.2	26.7
O=C(Nc1ccc2c(c1)C(=O)OC2)c1ccc(F)cc1F	1.6	0.1	-2.4	-0.5	-1.7	-7.3	7.5	16.5	3.5
CCCc1cc(=O)n2[nH]c(C(F)(F)F)nc2n1	-1.8	-1.9	0.1	0.0	-3.3	-0.8	-9.2	4.1	18.5
Cc1cc(NC(=O)COC(=O)C2CC(=O)N(c3ccc(Br)cc3)C2)no1 (stereo unspecified)	0.5	-0.7	2.0	-4.8	7.7	24.6	11.9	17.1	8.0
CCN(C(=O)CSc1nnc(-c2c[nH]c3ccccc23)n1C1CC1)C1CCS(=O)(=O)C1 (stereo unspecified)	-1.6	-3.4	1.5	0.3	2.8	7.4	0.8	15.0	32.7
COc1ccc(N2CCN(CCCNC(=O)C3CCCN(S(=O)(=O)c4cnc[nH]4)C3)CC2)cc1 (stereo unspecified)	-1.7	-1.3	-1.9	1.0	21.1	9.5	6.3	-2.0	-4.9
C[C@H](CO)N1C[C@H](C)[C@@H](CN(C)S(=O)(=O)c2ccccc2)Oc2c(cccc2N(C)C)C1=O	-1.3	-1.9	-2.6	-0.2	5.0	9.6	0.8	10.9	12.1
COc1ccc(OC)c(NC(=S)NCCN2CCOCC2)c1	-0.4	-4.1	2.0	-0.4	-3.7	15.1	5.0	3.3	-12.3
CCOC(=O)c1c(C)n(OCc2ccccc2)c2ccc3nonc3c12	1.5	2.1	-0.2	0.5	20.1	15.9	21.7	10.8	7.1
N#Cc1ccccc1NC(=O)CNc1ccccc1N1CCCCC1	1.1	-1.2	-1.7	-1.7	38.3	38.6	13.8	3.0	1.4
Cc1cc(Cl)c(S(=O)(=O)Nc2ccon2)cc1OCC(=O)NC1CCCCC1	0.2	-7.0	-0.1	2.2	-0.5	-4.6	8.5	-5.7	-3.1
COc1cc2ncnc(NCc3ccc4c(c3)OCO4)c2cc1OC	-0.3	-3.1	-0.4	-1.0	-8.5	13.0	-10.9	-0.5	10.5
COC(=O)c1cccc(NC(=O)CC2NCCNC2=O)c1 (stereo unspecified)	1.4	-4.3	-3.0	-1.4	-11.5	8.4	-7.9	-4.7	18.6
CCCS(=O)(=O)c1nc(S(=O)(=O)c2ccc(C)cc2)c(N2CCCC2)s1	-0.4	-2.3	-0.6	-0.9	8.7	19.7	17.9	3.7	8.6
COCCCN1C(=O)C(O)=C(C(=O)c2ccco2)C1c1ccccc1 (stereo unspecified)	-0.5	-3.1	1.3	-0.1	-23.5	-15.2	-17.7	14.7	-15.1
Cc1ccc(C)c(NC(=O)CCc2nnc3ccc(N4CCCCC4)nn23)c1	-1.0	-3.4	2.3	-2.5	13.8	-4.0	-9.7	4.1	3.3
Cc1nn(Cc2ccccc2Cl)c(C)c1NC(=O)c1noc2c1CCCCC2	-1.7	-3.6	-3.7	-15.4	22.6	41.5	18.1	-5.5	-24.4
COC(=O)c1ccc(OCCOCCOc2cccc3ccc(C)nc23)cc1	0.9	-3.8	0.0	0.5	18.7	19.4	20.9	11.5	1.9
O=C(NC1CCCc2ccccc21)c1ccc(CNc2c(N3CCOCC3)c(=O)c2=O)cc1 (stereo unspecified)	-0.1	-0.4	-4.2	0.6	-18.5	3.8	0.0	11.4	11.0
N#Cc1ccccc1CSc1nc(O)cc(=O)[nH]1	-0.6	-2.1	-2.6	2.8	4.0	5.2	7.6	-9.9	-0.2
CC(=O)Nn1cc2c(=O)n(C)c(=O)n(C)c2c1	-2.0	1.2	-2.2	-10.3	-17.5	3.2	-3.5	11.7	4.3
O=C(Cc1cccs1)NCc1cc(Cl)cc(Cl)c1	-0.6	-5.5	-2.8	-0.4	7.4	36.0	15.6	5.8	22.4
N/C(=N\OC(=O)c1cccnc1)c1ccccc1Cl	3.3	8.9*	-1.8	-1.1	5.9	12.6	20.1	10.5	-91.4
COc1cc2c(c(OC)c1OC)-c1ccc(NC(=O)c3ccccc3)c(=O)cc1[C@@H](NC(C)=O)CC2	-1.0	2.2	-3.5	-0.2	30.6	22.3	4.0	16.4	-11.4
Cc1cc(C)c2[nH]c(=O)c(CN(Cc3ccco3)C(=S)NCC3CCCO3)cc2c1 (stereo unspecified)	-0.7	-1.9	2.0	2.2	5.9	9.9	19.9	12.9	-12.2
S=C(c1ccc(-c2ccccc2Cl)o1)N1CCCCC1	5.2	-0.8	-2.5	3.8	34.9	27.1	32.5	16.6	6.7
CCc1cc(=O)oc2c3c(cc(OCC(=O)NCc4ccncc4)c12)OC(C)(C)CC3	-1.4	-1.3	-2.6	-0.5	3.2	11.4	1.9	5.5	4.5
COC(=O)c1ccccc1NC(=O)N1CCCC1	-3.3	2.1	-1.6	-1.6	-1.5	17.8	-2.6	12.4	-0.3
CC1CC2(CCCCC2)Nc2c1ccc1ccccc21 (stereo unspecified)	3.7	-3.4	-3.0	0.6	23.0	14.2	23.7	24.2	16.5
Nc1nonc1C(=Nc1ccc(Br)cc1)NO	0.5	-0.5	-2.1	-5.6	25.0	21.1	20.5	9.2	-12.3
O=C(NNC(=S)Nc1ccc(Cl)cc1)c1ccccc1	0.3	-10.1	2.3	-20.9	3.2	3.5	24.7	22.6	37.1
CCOC(=O)C(Cc1ccccc1)NC(=O)CCc1c(C)nc2ncnn2c1C (stereo unspecified)	0.7	0.6	-1.1	0.5	14.3	1.1	-1.8	-7.6	-7.2
CCCc1cnc(N2CCN(S(=O)(=O)c3cccs3)CC2)nc1	0.8	-4.5	-1.5	1.2	-7.7	-1.5	-18.1	38.0	-4.4
CCOC(=O)c1cnc2nc(N3CCOCC3)nn2c1N	0.8	-4.5	-1.4	-4.0	4.6	1.0	3.8	12.8	-9.8
COc1ccc(NC(=O)C/C(C)=N/NC(=O)C2CCCCC2)c([N+](=O)[O-])c1	-1.4	0.0	0.0	-2.0	18.4	27.9	4.8	27.6	6.3
Cc1ccc(S(=O)(=O)c2nc(-c3ccco3)oc2SC(C)C)cc1	-0.6	-0.5	-0.2	-3.4	-5.8	30.9	10.3	28.0	-8.7
CCOC(=O)c1cc2nc(-c3ccccc3)cc(C)n2n1	-0.6	-2.2	1.1	-2.4	-22.3	12.0	-34.3	30.8	13.1
COc1ccccc1-c1noc(CCCC(=O)N2CCOCC2)n1	0.7	-6.3	-1.4	-0.7	-23.9	-11.6	-17.1	-7.2	15.1
Cc1ccc2nc(N3CCN(Cc4nnnn4C4CCCC4)CC3)c(C#N)cc2c1	9.3	-1.2	-1.6	4.1	18.9	21.1	25.8	8.8	6.2
CCN(CC(=O)NCc1cccnc1)S(=O)(=O)c1ccc(OC)cc1	-1.6	1.3	-2.6	1.3	6.1	1.9	-10.9	5.7	4.0
CCc1ccc(N2CC(C(=O)OCC(=O)c3c(N)n(CC(C)C)c(=O)n(C)c3=O)CC2=O)cc1 (stereo unspecified)	-0.2	8.9	-0.6	1.2	0.2	-8.6	12.9	8.0	5.6
CCOC(=O)C(=CNc1ccc2c(c1)nnn2-c1ccc(Cl)cc1)C(=O)OCC	-9.2	0.5	-2.8	2.7	3.9	2.0	4.8	11.0	-9.4

# From PubChem BioAssay
